# Mtb UGM inh: Mtb UDP-galactopyranose mutase inhibition | inhibition, % at 10 µM | 0.06% of 320,000 active | P9WIQ1 | AID 504406 | purified UGM, fluorescence polarization probe displacement; in the data active means inhibition above about 10%, passing the limit was not always enough; inconclusive means no clear call, values can overlap the other calls
# GDH-TPI counter: GDH-TPI coupled enzyme inhibition counter-screen. inhibition, % at 4.8 µM. 1.2% of 360,000 active. GDH-TPI coupled enzyme counterscreen, NADH absorbance; in the data active means inhibition above about 30%;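 further: 0% = DMSO wells and 100% = wells lacking the enzyme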
# MazEF act: activators of E. coli MazEF toxin-antitoxin RNase; P0AE70; FAM/BHQ RNA-DNA oligo cleavage fluorescence, 5 h; activation, % at 20 µM; 0.32% of 350,000 active; AID 504720; in the data active means activation above about 50%
# Target sequence (P0AE70 whole entry, looked up): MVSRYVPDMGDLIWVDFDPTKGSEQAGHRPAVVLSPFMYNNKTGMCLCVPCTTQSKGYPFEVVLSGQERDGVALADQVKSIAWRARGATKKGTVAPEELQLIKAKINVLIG
# BoNT F protease: inhibitors of Botulinum neurotoxin F light chain protease; 0.22% of 360,000 active; Multiplex microsphere protease cleavage assay, flow cytometry; inhibition, % at 10 µM; in the data active means inhibition above about 35%, passing the limit was not always enough; inconclusive means no clear call, values can overlap the other calls; further: plate controls were buffer without enzyme for full effect and enzyme alone for no effect
# Rv3671c inh: inhibits the M. tuberculosis serine protease Rv3671c. P9WHR9. inhibition, % at 5.96 µM. 0.048% of 320,000 active; in the data active means inhibition above about 38%;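 further: extracellular domain of Rv3671c used as enzyme; 0% = enzyme with DMSO and 100% = no enzyme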
# Target sequence (P9WHR9 whole entry, looked up, the tested form may be a part): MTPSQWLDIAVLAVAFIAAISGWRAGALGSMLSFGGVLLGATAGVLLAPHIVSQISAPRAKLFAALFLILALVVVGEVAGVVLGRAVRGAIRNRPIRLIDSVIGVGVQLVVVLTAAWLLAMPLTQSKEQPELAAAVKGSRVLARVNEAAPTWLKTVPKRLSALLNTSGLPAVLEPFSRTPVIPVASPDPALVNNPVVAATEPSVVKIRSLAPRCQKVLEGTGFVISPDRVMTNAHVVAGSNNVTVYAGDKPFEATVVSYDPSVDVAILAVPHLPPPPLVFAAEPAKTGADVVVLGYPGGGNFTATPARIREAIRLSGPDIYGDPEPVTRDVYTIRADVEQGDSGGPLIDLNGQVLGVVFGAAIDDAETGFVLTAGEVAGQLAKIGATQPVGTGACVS
# Mtb FBA inh: inhibitors of M. tuberculosis fructose-bisphosphate aldolase; AID 588726; 2.3% of 360,000 active; inhibition, % at 1 µM; P9WQA3; purified M. tuberculosis FBA, fluorescence read-out; in the data active means inhibition above about 27%;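 further: 0% = vehicle and 100% = reference inhibitor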
# Target sequence (P9WQA3 whole entry, looked up): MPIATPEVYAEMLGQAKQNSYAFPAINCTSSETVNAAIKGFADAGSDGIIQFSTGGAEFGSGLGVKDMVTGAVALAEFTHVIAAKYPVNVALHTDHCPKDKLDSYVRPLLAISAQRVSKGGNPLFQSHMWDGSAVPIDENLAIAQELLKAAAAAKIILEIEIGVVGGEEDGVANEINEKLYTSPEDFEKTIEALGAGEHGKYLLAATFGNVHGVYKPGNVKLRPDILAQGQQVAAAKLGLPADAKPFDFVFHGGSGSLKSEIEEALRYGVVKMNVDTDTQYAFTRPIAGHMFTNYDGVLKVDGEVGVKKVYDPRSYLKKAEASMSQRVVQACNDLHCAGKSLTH
# Mtb BioA inh: blocks M. tuberculosis BioA enzyme activity; purified M. tuberculosis BioA enzyme, plate reader; inhibition, % at 9.99 µM; 0.096% of 360,000 active; in the data active means inhibition above about 40%; inconclusive means no clear call, values can overlap the other calls
# PrPC TRFRET: inhibitors of human cell surface prion protein PrPC | P04156 | TR-FRET read-out | inhibition, % at 13.8 µM | 0.43% of 370,000 active | AID 720596; in the data active means inhibition above about 24%; further: 0% = median of the test wells and 100% = reference compound wells
# FadD28 binding: blocks FadD28 binding to the bisubstrate probe | fluorescence polarization | 0.22% of 360,000 active | inhibition, % at 12.5 µM; in the data active means inhibition above about 8.5%, passing the limit was not always enough; inconclusive means no clear call, values can overlap the other calls
# Numbers without * were called inactive; i = inactive; ? = inconclusive; nt = no result given; & = joins results of further samples.
SMILES,Mtb UGM inh,GDH-TPI counter,MazEF act,BoNT F protease,Rv3671c inh,Mtb FBA inh,Mtb BioA inh,PrPC TRFRET,FadD28 binding
CCOc1ccc(C(=O)C(C)OC(=O)Cn2cnc3c2c(=O)n(C)c(=O)n3C)cc1 (stereo not given),-0.3,0,1,?,8,2,nt,4,-0.5
Cc1ccccc1Cn1nc(C)c(NC(=O)c2sc3ccccc3c2Cl)c1C,-0.3,-6,-5,4,-6,2,-1.9,5,-4.3
COc1ccc(N2CC(C(=O)Nc3nnc(SCC(=O)N4CCOCC4)s3)CC2=O)cc1 (stereo not given),3.0,-2,-11,0,-8,-3,-1.0,-3,-3.3
Cc1cc(C(F)(F)F)n2ncc(C(=O)O)c2n1,0.4,8,0,-6,-4,2,-0.1,-9,1.6
CC1=C(C(=O)OC(C)C)C(c2ccc(Br)s2)NC(=O)N1C (stereo not given),2.0,17,-3,-12,-2,3,1.2,0,-1.2
N#C/C(=C/c1ccc(N2CCOCC2)o1)c1ccc(Cl)cc1,-0.5,-3,-29,-13,-5,-6,nt,3,2.5
COc1cc2c(cc1OC)CN(c1nc(-c3cccnc3)nc3ccccc13)CC2,-0.2,7,6,-5,-14,-4,-0.1,1,-16
O=C(NCCSCc1ccccc1)c1ccc(C2SCC(=O)N2Cc2ccccc2)cc1 (stereo not given),2.4,-3,-5,-4,-20,0,-1.5,0,-0.1
C=CCOc1cccc(C2/C(=C(\O)c3ccc(F)cc3)C(=O)C(=O)N2CCN(C)C)c1 (stereo not given),0.1,19,3,-15,0,0,-1.4,-4,-3.5
O=C(Oc1ccc(C(=S)N2CCOCC2)cc1)c1ccc([N+](=O)[O-])cc1,-0.1,5,4,-2,1,-1,-1.4,-3,-0.5
CC(=O)c1cccc(NC(=S)NCc2ccccc2)c1,0.9,2,-2,11,0,0,5.2,9,-0.7
CC(=O)c1ccc(N/N=C2/CCCNC2=O)cc1,4.8,36*,0,-4,-2,-2,4.4,-11,-0.4
CC(C)c1ccccc1NC1=CC(=O)CC(C)(C)C1,0.0,4,5,-6,-4,0,0.6,-7,-2.6
COCCCn1c(SCC(=O)NCc2ccco2)nc2sc3c(c2c1=O)CCC3,2.3,24,-1,4,-3,0,0.5,1,-3.2
COc1nc(N(C)C)nc(N(C#N)S(=O)(=O)c2ccc(C)cc2)n1,1.3,4,-1,-2,3,2,2.6,-1,3.5
Cc1cccc(NC(=O)CSc2ncnc3c2oc2ccccc23)c1,1.0,12,0,-6,-5,3,-1.9,6,-2.1
COc1ccc(N2CCN(S(=O)(=O)CCNC(=O)COc3ccccc3OC)CC2)cc1,-3.0,0,3,-5,-2,2,-0.7,-3,2.7
CC1CCN(C(=S)Nc2cccc(S(=O)(=O)N(C)C)c2)CC1,-1.8,-1,4,-2,6,1,-3.0,-1,-2.8
COc1ccc(S(=O)(=O)N(CC(=O)NCCC(C)C)c2ccccc2)cc1OC,0.6,11,-4,4,5,0,nt,-7,-1.3
CC1=C(C(=O)OC2CCCCCC2)C(c2ccc(C)o2)C2=C(CCCC2=O)N1 (stereo not given),-1.3,13,2,-12,-1,3,-0.7,10,-2.7
CC(CN1C(C)CCCC1C)OC(=O)c1cccc(Br)c1 (stereo not given),2.4,-9,-1,-18,3,3,-0.3,0,0.9
O=C(Nc1ccc(N2CCCC2)c(Cl)c1)c1cccs1,0.2,7,-1,-12,-4,2,nt,7,-2.0
CCOC(=O)c1c(NC(=O)CSc2nnnn2-c2ccccc2OCC)sc2c1CC(C)(C)NC2(C)C,-1.5,0,0,nt,4,-2,1.2,-23,-1.0
COc1ccccc1CNc1ccc([N+](=O)[O-])cc1C,2.9,2,7,-5,2,-6,nt,-6,-3.3
CSCCC(NC(=O)c1ccccc1)C(=O)NCCCn1nc(C)cc1C (stereo not given),1.3,-6,-1,-3,-5,-4,-0.3,5,-2.2
O=C(COc1ccccc1[N+](=O)[O-])N(Cc1ccccc1)c1ccccn1,4.0,1,5,0,-4,1,nt,-8,0.5
CC(C)CN(CC(C)C)S(=O)(=O)c1cc([N+](=O)[O-])ccc1N1CCCCCC1,-1.3,4,-8,?,3,4,-0.9,-5,-2.1
CSc1nc(C(=O)N2CCCC(Nc3ccc(C)c(C)c3)C2)cs1 (stereo not given),2.6,4,-7,-2,2,1,0.4,-2,-1.0
CC(=O)/C(C#N)=C1\NC(=O)C(Cc2cc(Cl)ccc2Cl)S1 (stereo not given),0.6,17,6,?,-3,-1,-0.4,2,-6.6
COc1ccc(S(=O)(=O)Cc2ccc(C(=O)NCCc3cc(OC)ccc3OC)o2)cc1,-1.8,-8,4,-2,8,4,nt,1,-5.3
Cc1cn([C@H]2C=C[C@@H](CO)O2)c(=O)[nH]c1=O,2.0&1.6,10&5,6&1,-20&-6,2&0,4&-1,5.2&-0.8,-4&9,-0.4&-1.8
S=C(Nc1ccc2c(c1)OCCO2)Nc1ccc2c(c1)OCO2,-3.4,2,6,-5,-2,0,nt,3,0.2
Cc1cccc(NC(=O)CSc2nnc(C)c(C)n2)c1,1.3,11,3,-20,-15,-2,4.1,-6,-1.4
CC(=O)OCc1c(F)c(F)c(-n2nc(C)cc2C)c(F)c1F,2.9,2,-15,-1,-2,-4,4.3,2,0.0
COc1ccc2nc3oc(C(=O)NCc4cccs4)cc3cc2c1,3.9,24,-17,3,-5,32*,-1.0,5,-1.5
O=C(CS(=O)(=O)c1cn(Cc2ccccc2Cl)c2ccccc12)N1CCOCC1,-0.1,-3,-7,9,0,-2,-0.1,5,-3.2
O=C(COc1ccc(Cl)cc1)N(Cc1ccccc1)c1nc(-c2ccccc2)cs1,-4.9,-3,-6,-19,5,1,-1.2,1,-3.6
O=C(O)CN1C(=O)/C(=C/c2ccc(SCc3ccccc3)o2)SC1=S,nt,8,123*,4,nt,-4,nt,0,4.5
COc1ccc(S(=O)(=O)N2CCN(CC(=O)Nc3ccc(C)c(F)c3)CC2)cc1,nt,-3,13,-3,nt,-2,nt,-1,-5.9
COc1ccccc1CNC(=O)CC(C)C,1.6,-1,0,-10,-5,5,0.4,7,-2.4

# Some of the entries so far, as tab-separated lines:
canonical_smiles	Mtb UGM inh	GDH-TPI counter	MazEF act	BoNT F protease	Rv3671c inh	Mtb FBA inh	Mtb BioA inh	PrPC TRFRET	FadD28 binding
O=C(O)CN1C(=O)/C(=C/c2ccc(SCc3ccccc3)o2)SC1=S	nt	8	123*	4	nt	-4	nt	0	4.5
Cc1cc(C(F)(F)F)n2ncc(C(=O)O)c2n1	0.4	8	0	-6	-4	2	-0.1	-9	1.6

# Later entries.
SMILES,Mtb UGM inh,GDH-TPI counter,MazEF act,BoNT F protease,Rv3671c inh,Mtb FBA inh,Mtb BioA inh,PrPC TRFRET,FadD28 binding
CCCCc1ccc(NC(=O)CSc2nc(=O)n(CCN(C)C)c3c2CCC3)cc1,-2.5,-5,11,-11,-4,-3,-1.0,5,-0.2
Cc1cccc(NC(=O)c2cccnc2Oc2ccccc2)c1C(=O)O,1.5,3,-1,-44,-3,3,-0.5,2,-0.4
COc1cccc(NC(=O)C2C3C=CC4(O3)C2C(=O)N(CCN2CCCCC2)C4C(=O)NC2CCCCC2C)c1 (stereo not given),3.9,0,9,-21,-7,1,-1.9,-8,-6.4
CN1C(=O)c2ccc(C(=O)Nc3ccc(Br)cn3)cc2C1=O,-1.3,2,-6,8,4,-2,-0.3,5,-4.1
O=C(O)Cc1ccc(NC(=O)Nc2ccc(Br)cc2)cc1,-2.6,8,0,-6,-5,0,nt,4,-4.4
COc1ccc(C2C(C#N)=C(C)NC3=C2C(=O)CC(C)(C)C3)cc1 (stereo not given),-0.7,13,-5,-30,-7,17,2.3,0,-2.6
COc1ccc(C(=O)N2CCC(n3nccc3NC(=O)C3CC3)CC2)cc1F,-0.3,0,0,-1,-4,0,-3.4,-4,-2.5
[Cl][Pt+2][Cl].[NH-]C1CCCCC1[NH-] (stereo not given),0.2,14,0,-4,-8,-1,-0.3,1,-1.4
COC(=O)[C@@H]1C[C@@]2(O)[C@@H](O)[C@@H](O)[C@@H](O)C[C@H]2N1Cc1ccc(C(F)(F)F)cc1,-0.9,10,1,-11,4,-2,-1.7,-1,-4.7
COc1cccc(OC)c1NC(=O)C1CCCN1C(=O)NCc1ccccc1 (stereo not given),0.7,-8,1,-4,-8,0,nt,-3,-2.1

# Entries of single compounds as entered above.
# `Cc1cccc(NC(=O)c2cccnc2Oc2ccccc2)c1C(=O)O` is entered as Mtb UGM inh = 1.5; GDH-TPI counter = 3; MazEF act = -1; BoNT F protease = -44; Rv3671c inh = -3; Mtb FBA inh = 3; Mtb BioA inh = -0.5; PrPC TRFRET = 2; FadD28 binding = -0.4
# `COc1ccc(C(=O)N2CCC(n3nccc3NC(=O)C3CC3)CC2)cc1F` is entered as Mtb UGM inh = -0.3; GDH-TPI counter = 0; MazEF act = 0; BoNT F protease = -1; Rv3671c inh = -4; Mtb FBA inh = 0; Mtb BioA inh = -3.4; PrPC TRFRET = -4; FadD28 binding = -2.5

# (cont.)
SMILES,Mtb UGM inh,GDH-TPI counter,MazEF act,BoNT F protease,Rv3671c inh,Mtb FBA inh,Mtb BioA inh,PrPC TRFRET,FadD28 binding
NC(=O)c1ccsc1NC(=O)COC(=O)c1ccc(Cl)c(N)c1,-0.2,14,-18,2,-38,9,-1.0,-3,-5.6
COC(C[C@H]1O[C@@H]1[C@@H](O)[C@H](C)OCc1ccccc1)OC,nt,11,7,2,nt,1,-0.7,-7,-2.6
Cc1ccc(-c2nc(CSCC(=O)N3CCCC3)c(C)o2)cc1,2.1,-13,2,-4,-4,5,nt,5,-1.0
Cc1c(C(=O)OCC(=O)NC2CC2)oc2ccc(Br)cc12,nt,0,0,1,nt,1,-1.4,8,-0.8
CCC(c1nnnn1Cc1ccc(OC)cc1)N1CCN(C(=O)c2ccco2)CC1 (stereo not given),-0.5,-8,4,-35,-3,2,3.2,1,1.1
O=C(O)c1ccc(-c2nnn(Cc3ccccc3F)n2)cc1,7.0,-2,2,-1,9,1,-0.1,1,-1.5
COc1ccc2c(c1)C(=O)N(c1ccc(C)cc1C)C(=O)C2,2.2,-1,-19,1,-15,1,-2.9,9,-3.8
CCOC(=O)c1c(C)nc2sc(C(N)=O)c(N)c2c1-c1ccc(OC)cc1,1.3,16,9,-2,-4,0,2.3,-19,-1.1
CCC(NS(=O)(=O)c1ccc(C)cc1)C(=O)N1CCN(c2ccccn2)CC1 (stereo not given),-2.3,-1,4,-3,-5,3,-0.2,0,-3.7
CCOc1ccc(-c2ccc(/C=C3/C(=N)N4C=CSC4=NC3=O)o2)c([N+](=O)[O-])c1,-1.5,1,i,3,5,0,0.6,-1,-2.5
CN(C)S(=O)(=O)c1cccc2nsnc12,3.0,5,-5,-3,0,0,-1.6,-22,0.3
O=C1Nc2ccc(F)cc2C12Nc1ccccc1-c1nnc(SCc3ccccc3F)nc1O2 (stereo not given),2.7,3,-1,-1,-8,0,-0.1,-6,0.7
Cc1ccc(S(=O)(=O)Cn2nnnc2C(c2ccccc2)N2CCN(c3ncccn3)CC2)cc1 (stereo not given),0.4,4,1,17,-5,2,-1.4,-3,-1.2
CN(C)c1ccc(C(=O)Nc2nnc(-c3ccc(Cl)cc3)o2)cc1,-0.2,35*,5,-7,16,5,-0.8,6,-2.7
COc1ccccc1-c1cnc(C(O)c2cc(Cl)cc(Cl)c2)[nH]1 (stereo not given),nt,2,nt,-5,nt,-3,-0.9,4,-3.4
Nc1c(S(=O)(=O)c2cccs2)c2nc3ccccc3nc2n1Cc1ccccc1,1.6,18,7,-2,-18,54*,-0.6,-3,-1.3
O=C(Nc1cccc(C(=O)O)c1)/C(=C\c1ccc(F)cc1)NC(=O)c1ccco1,-0.8,-4,10,17,-3,-2,-0.9,-3,-1.1
CN(CCc1cn[nH]c1)Cc1nc(Cc2ccccc2F)no1,1.8,2,3,-3,-1,-1,nt,3,-2.7
CC1CCN(c2ccc3nnc(CCC(=O)NCC(C)c4ccccc4)n3n2)CC1 (stereo not given),-1.7,11,-2,2,7,-1,3.1,-6,0.1
CCN(CC)C(=O)Cn1cc(C(=O)C(=O)NCc2ccccn2)c2ccccc21,-0.3,19,7,9,3,2,-1.9,-2,-2.8
Cc1nc(N)c(C#N)c(-c2cccnc2)c1-c1ccccc1,2.2,9,-3,7,-3,4,1.2,-1,-0.7
O=C(Nc1ccc2c(c1)oc1ccccc12)c1ccncc1,-1.6,10,5,-4,-6,-1,nt,5,-1.7
Cc1ccccc1NS(=O)(=O)c1ccc(C(=O)N2CC(C)OC(C)C2)cc1 (stereo not given),0.8,1,-7,2,1,5,2.3,-5,-1.4
O=S(=O)(NCCc1cn2ccccc2n1)c1ccc2c(c1)CCCC2,-0.1,5,-1,1,-12,3,0.3,2,-0.7
